Screening data as filed in PubChem.
Chronic BCR inh: chronic active BCR signaling inhibition; ABC-DLBCL IkBa-CBG/CBR reporter, luminescence ratio, 4 h; Potency, µM (top dose mostly 46.1 µM), inactives show top-dose ratio change, negative = lower green/red ratio, actives largely listed as inhibitors; hit rate 0.05% among 340,000; active means well fitted inhibition curve with a large enough effect in the signal ratio, with a control signal flat, not every such curve was filed as active; inconclusive means small, poorly fitted or top-dose-only effect, or effect the other way, or a change in a side signal; the % refers to the signal ratio;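 further: potency means the concentration at half of the fitted maximal effect; plate controls were basal doxycycline-induced cells for no effect and cells given 10 µM MG132 for full effect; MG132 reads +100%, hits lower the ratio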
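TMD8 human ABC-DLBCL cells with doxycycline-inducible IκBα–green luciferase fusion and unfused red luciferase, in 0.5% FBS medium; compounds up to 46 uM, 4 h at 37C. Green/red luminescence ratio, filter-overlap corrected, fitted to concentration-response curves.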
B2AR arrestin: recruits beta-arrestin to the human beta2-adrenergic receptor; P07550; beta-arrestin recruitment to beta2AR, cell-based reporter; Potency, µM (series often up to 46.1 µM), for the others: at the top dose activation, usual class: activators; hit rate 0.02% among 330,000;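 further: potency means the concentration at half of the fitted maximal effect; 0% = DMSO controls and full agonism = EC100 isoproterenol or metaproterenol; nearly all actives have a fitted effect of over 65% in size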
Target sequence (P07550 whole entry, looked up): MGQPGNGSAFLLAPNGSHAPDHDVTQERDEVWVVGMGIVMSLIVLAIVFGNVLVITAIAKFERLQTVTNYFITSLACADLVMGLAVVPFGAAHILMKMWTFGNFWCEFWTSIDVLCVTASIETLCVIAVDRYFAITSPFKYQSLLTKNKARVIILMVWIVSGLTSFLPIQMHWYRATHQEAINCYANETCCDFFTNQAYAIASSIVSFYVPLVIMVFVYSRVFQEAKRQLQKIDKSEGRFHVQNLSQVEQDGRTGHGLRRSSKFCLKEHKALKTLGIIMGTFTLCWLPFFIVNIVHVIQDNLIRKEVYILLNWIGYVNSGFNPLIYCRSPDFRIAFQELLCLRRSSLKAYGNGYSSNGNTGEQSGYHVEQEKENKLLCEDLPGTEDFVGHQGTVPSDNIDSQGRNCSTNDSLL
Menin MLL FP TR: inhibitors of human menin-MLL interaction, mutant MLL peptide; O00255; Menin + Texas Red MLL mutant peptide, fluorescence polarization; Potency, µM (highest dose often 61.6 µM), for the others: at the top dose FP activity change, negative = inhibition, most hits filed as inhibitors; hit rate 0.23% among 270,000; AID 1768; active means well fitted inhibition curve with a large enough effect in the polarisation, with a control signal flat, not every such curve was filed as active; inconclusive means small, poorly fitted or top-dose-only effect, or effect the other way, or a change in a side signal; inactive means no such curve, though single readings can be large or run the other way; the % refers to the polarisation; further: potency means the concentration at half of the fitted maximal effect; % of control where 0% means no effect; many of its hits are not listed in these tables
GALK inh: galactokinase (human) inhibition; P51570; hit rate 0.007% among 270,000; Purified GALK, Kinase-Glo residual ATP luminescence; Potency, µM (titrated, usually from 57.5 µM), for the others: at the highest dose activity change, negative = inhibition, actives largely listed as inhibitors; further: potency means the concentration at half of the fitted maximal effect; on the % scale 0 is the no-effect control and ±100 the full control effect
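The enzyme phosphorylates galactose (100 uM) using ATP (35 uM); inhibition is detected as higher residual ATP, quantified by bioluminescence after 1 h reaction at room temperature, pH 8.0.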
ASM inhibitor: blocks human secretory acid sphingomyelinase; P17405; placental ASM, HMU-PC fluorogenic substrate, 60 min; Potency, µM (highest dose often 57.5 µM), for inactives: at the top dose activity change, negative = inhibition, hits mostly inhibitors; hit rate 0.006% among 340,000; further: potency means the concentration at half of the fitted maximal effect
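Fluorogenic HMU-PC substrate (9 uM final) is turned over by placental ASM in 60 min at 37 C after a 10 min compound preincubation. Reaction ended by alkaline stop (pH 10), with fluorescence read at 386/447 nm.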
PKM2 act: PKM2 (human) enzyme activation; P14618; purified PKM2, Kinase-Glo ATP luminescence, activation; response scale: 0% is enzyme alone, no compound; Potency, µM (doses to about 57.5 µM), for inactives: at the top dose activation, actives largely listed as activators; hit rate 0.34% among 260,000; AID 1631; further: potency means the concentration at half of the fitted maximal effect; on the % scale 0 is the no-effect control and ±100 the full control effect; nearly all actives have a fitted effect of over 55% in size
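Purified hPK-M2 (>95%) run at intermediate activity with 0.1 mM ADP and 0.5 mM PEP in 50 mM imidazole pH 7.2, KCl, MgCl2; 1 h room temperature. ATP formed read by Kinase-Glo luminescence; normalized to uninhibited and no-enzyme controls.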
Tb PFK inh: T. brucei PFK enzyme inhibition. hit rate 0.17% among 330,000. Potency, µM (highest dose often 57.5 µM), for the others: at the top dose activity, negative = inhibition, most hits filed as inhibitors. T. brucei PFK, ADP-Glo luminescence. O15648;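 further: potency means the concentration at half of the fitted maximal effect; 0% = uninhibited 1x PFK enzyme wells and -100% = no-enzyme wells; nearly all actives have a fitted effect of over 60% in size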
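In TEA buffer at pH 8.0 with 5 mM MgCl2, enzyme (1.25 nM) converted F6P (0.5 mM) and ATP (0.1 mM) for 45 min at room temperature. ADP product was read by luciferase luminescence.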
Giardia killer: Giardia lamblia killing; hit rate 0.15% among 340,000; activity change, % at 7.66 µM, hits read low; AID 540267; Giardia lamblia trophozoite viability; in the data active means activity change below about -80%; inconclusive means between about -30% and that limit;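 further: parasites exposed to compound for two days anaerobically before the ATP read; on the % scale 0 is the no-effect control and ±100 the full control effect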
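Trophozoite viability was measured as ATP-dependent luminescence, read 15-30 min after reagent addition. Before that, parasites at 100 cells/well were exposed to compounds for 48 h, anaerobically, at 37 deg C.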
FBPA coupling cs: coupling enzyme interference in Giardia aldolase counter-screen. coupling enzyme system counterscreen, AmpLite Red fluorescence. activity change, negative = inhibition, % at 58.2 µM, hits read low. hit rate 0.67% among 290,000; in the data active means activity change below about -30%; further: on the % scale 0 is the no-effect control and ±100 the full control effect
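Final compound at 57.5 uM, incubated 10 min at RT with coupling enzyme reagent (glyceraldehyde-3-phosphate), then 20 min with substrate and AmpLite Red detection. Fluorescence read at 525/598 nm; tests interference with the coupling assay, not aldolase inhibition.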
Integrin act MD: activators of alpha7 integrin expression for muscular dystrophy; alpha7betagal myoblasts, beta-gal FDG fluorescence, 48 h; Potency, µM (top dose mostly 38.3 µM), without a hit: top-dose activation, actives largely listed as activators; hit rate 0.064% among 350,000;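 further: potency means the concentration at half of the fitted maximal effect; 100% = response of the positive control SU9516; nearly all actives have a fitted effect of over 60% in size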
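alpha7betagal+/- myoblasts (passage 13, 250/well) treated 48 h at 37C with compounds at 1:260 dilution of DMSO stock. Lysed, then beta-galactosidase activity read as FDG fluorescence (ex 480/em 540) after 30 min, with pre-read for autofluorescence.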
TSG101-PTAP inh: blocks PTAP/TSG101 interaction to inhibit HIV-1 budding | Q99816 | Fluorescence polarization, FITC-PTAP peptide / Tsg101 binding | Potency, µM (highest dose often 115 µM), for inactives: at the top dose activity change, negative = inhibition, actives largely listed as inhibitors | 340,000 tested, under 10 active | AID 493005; active means well fitted inhibition curve with a large enough effect in the main read-out, with a control signal flat, not every such curve was filed as active; inconclusive means small, poorly fitted or top-dose-only effect, or effect the other way, or a change in a side signal; inactive means no such curve, though single readings can be large or run the other way; further: potency means the concentration at half of the fitted maximal effect; % of control where 0% means no effect
Target sequence (Q99816 whole entry, looked up): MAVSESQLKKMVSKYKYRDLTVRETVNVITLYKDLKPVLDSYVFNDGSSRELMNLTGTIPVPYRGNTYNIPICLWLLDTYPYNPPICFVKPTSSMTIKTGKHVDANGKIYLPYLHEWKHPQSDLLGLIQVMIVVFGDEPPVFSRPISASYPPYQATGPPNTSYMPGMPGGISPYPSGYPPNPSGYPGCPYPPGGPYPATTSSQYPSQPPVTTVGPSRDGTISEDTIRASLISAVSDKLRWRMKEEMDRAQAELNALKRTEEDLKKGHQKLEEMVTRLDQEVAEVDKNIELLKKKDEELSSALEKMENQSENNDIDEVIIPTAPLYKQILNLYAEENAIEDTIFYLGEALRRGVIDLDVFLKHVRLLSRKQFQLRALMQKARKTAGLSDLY
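Fluorescence polarization binding of Tsg101 binding domain (10 uM final) to FITC-labeled PTAP peptide (50 nM final) in HEPES pH 7.5 buffer with NaCl, Tween 20, EDTA, TCEP. Compounds added before peptide; binding 20 min at RT.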
An asterisk follows results filed as active; i = inactive; ? = inconclusive; . = not tested or not shown; [ ] = remark or other dose. Unless noted, the call rests on the fitted dose curve; in most records, active means well fitted curve in the direction sought with a large enough effect; inconclusive means small, poorly fitted or top-dose-only effect, or another doubt; inactive means no such curve, though single readings can be large; an effect the other way counts as inactive or inconclusive.

Structure	Chronic BCR inh	B2AR arrestin	Menin MLL FP TR	GALK inh	ASM inhibitor	PKM2 act	Tb PFK inh	Giardia killer	FBPA coupling cs	Integrin act MD	TSG101-PTAP inh
Cn1nc(C(=O)NC(C)(C)C)c2ccccc21	-2%	-0.1%	12%	2%	2%	1%	-4%	1	1	7%	-2%
CCO[C@@H]1OC(C(N)=O)=C[C@H](c2ccccc2)[C@H]1CCCO	2%	-0.5%	-13%	3%	7%	-1%	1%	-5	2	0%	-4%
CCOC(=O)/C(=C\c1ccccc1)C(=O)c1cc(C(C)=O)c(Nc2ccccc2)s1	-9%	0.1%	9%	-1%	-7%	-1%	-5%	2	1	-52%[inhibitor]	-3%
Cc1ccccc1NC(=S)NC1CC2CCC(C1)N2Cc1ccco1 (stereo not given)	-17%	-0.3%	-12%	.	4%	-9%	3%	14	3	-35%	-13%
COc1ccccc1C(=O)NCCC(=O)N1CC(=O)Nc2ccccc21	0%	-1.1%	-16%	7%	4%	-9%	2%	0	-1	30%	0%
Cc1nn(-c2ccccc2)c2nc(Cl)c(C(=O)O)cc12	6%	-0.4%	2%	0%	2%	-6%	-1%	15	16	-21%	-9%
COc1ccc(CNc2ccccn2)c(O)c1	-63%	0.1%	22%	.	-2%	3%	-2%	-13	-3	-6%	0%
CC(NC(=O)CSC(=S)N1CCCC1)c1ccc(S(N)(=O)=O)cc1 (stereo not given)	5%	0.1%	.	.	.	.	-1%	-1	.	-1%	-2%
COc1cccc(NC(=O)CN2C(=O)NC3(CCCCCC3)C2=O)c1	-4%	-2.1%	.	.	-2%	.	2%	-5	.	?	-5%
Nc1nc2ccccc2n1/N=C/c1ccc([N+](=O)[O-])s1	9%	-0.2%	9%	1%	-7%	-3%	-1%	?	4	-9%	0%
O=C(O)c1ccc(N2N=C(c3ccccc3)CC2c2ccccc2)cc1 (stereo not given)	?	-0.2%	?	0%	.	2%	3%	3	12	0%	-6%
COc1ccc2oc(-c3ccccc3[N+](=O)[O-])cc(=O)c2c1	?	0.1%	?	2%	-8%	-2%	-2%	-19	0	-2%	0%
COC(=O)C1CCN(C(=O)Cc2ccc(C)cc2)CC1	7%	0.5%	-9%	1%	5%	-1%	0%	8	6	-7%	-4%
CC(C)N1CCc2c(sc(NC(=O)c3ccc(S(=O)(=O)N4CCc5ccccc54)cc3)c2C(N)=O)C1	?	-0.8%	?	0%	-2%	3%	-10%	-10	0	-52%[inhibitor]	5%
CCOC(=O)CSc1nnc(-c2ccccc2NC(=O)c2ccccc2)o1	8%	-0.5%	?	-1%	6%	-7%	0%	2	6	7%	-5%
O=C(CSc1ccc(-c2cccs2)nn1)c1cccs1	?	0.1%	?	0%	0%	4%	-2%	9	-11	-6%	0%
O=C(Nc1cccc(NC(=O)c2cccs2)c1)c1ccc(Br)cc1	?	-2.7%	?	-3%	-20%	2%[11.5 µM]	-6%	16	0	?	1%
N#CCCN(C(=S)NC(=O)c1cccs1)c1ccccc1F	?	-0.2%	.	.	.	.	-10%	13	.	20%	1%
COc1ccccc1NC(=O)CSc1n[nH]c(-c2ccccn2)n1	1%	-0.8%	1%	-2%	-4%	.	7%	-3	-16	0%	0%
CC(=O)c1ccc(NC(=O)CSc2nnc(C3CC3)n2C)cc1	-1%	-0.4%	8%	1%	2%[11.5 µM]	0%	-1%	12	3	?	1%
CC(C)(C)n1nc(-c2ccc(F)cc2)c2c(N)ncnc21	?	0.3%	-22%	1%	-2%	-8%	0%	?	2	-24%	-2%
Cc1cccc(NC(=O)CSCC(=O)N(C)CCOc2ccc(Cl)cc2)c1	-6%	0.2%	.	.	-10%	.	-2%	-6	.	2%	-5%
Cc1ccc(CNC(=O)C2CCC(=O)N2Cc2ccc(C)cc2)cc1 (stereo not given)	3%	0.1%	-17%	2%	3%	.	0%	-1	4	-12%	-4%
CC(C)Oc1ccc(CNC(=O)C2CCN(C(=O)N3CCOc4ccccc43)CC2)cc1	15%	0.1%	-9%	.	-2%	0%	-2%	5	0	-13%	-11%
COc1ccc(NC2=Nc3cccc4cccc2c34)cc1OC	?	0.2%	-10%	.	-19%	2%	-2%	10	-3	-2%	-2%

(more compounds)
Structure	Chronic BCR inh	B2AR arrestin	Menin MLL FP TR	GALK inh	ASM inhibitor	PKM2 act	Tb PFK inh	Giardia killer	FBPA coupling cs	Integrin act MD	TSG101-PTAP inh
Cc1cccc(N2C(=O)CC(Sc3nc(-c4ccccc4)c4cc(Cl)ccc4n3)C2=O)c1 (stereo not given)	4%	-1.0%	0%	-2%	48%[activator]	-2%	0%	-1	1	0%	-4%
COc1ccc(/C=N/NC(=O)CCn2cnc3ccccc32)cc1	0%	-0.8%	.	-1%	0%	5%	1%	-26	4	-11%	-2%
COc1ccc(N(C(=O)c2cnsn2)C(C(=O)NC2CCCCC2)c2ccncc2)cc1 (stereo not given)	-3%	4.1%	-17%	0%	3%	2%	-5%	-2	-1	-22%	-3%
Cc1cc2cc(NC(=O)c3ccco3)ccc2[nH]1	-10%	0.2%	?	3%	1%	8%	8%	-9	-22	24%	-4%
C/C(=N\NC(=O)c1cc(-c2ccc(Br)s2)[nH]n1)c1ccncc1	-6%	0.0%	14%	10%	-2%	.	0%	-8	2	2%	-8%
Cn1nnc(NC(=O)c2ccccc2F)n1	?	0.1%	11%	0%	3%	-3%	1%	13	-2	10%	-3%
CC(c1ccco1)N(C(=O)c1ccc(C#N)cc1)c1ccccn1 (stereo not given)	?	-0.5%	.	-2%	3%	-1%	4%	9	-1	-10%	-1%
CC1(C)Cc2c(sc3nn[nH]c(=O)c23)CO1	2%	-0.4%	-1%	5%	3%	-2%	4%	-14	4	12%	-4%
CC(C)n1c(N2CCN(C(=O)Nc3ccc(Cl)cc3)CC2)nc2ccccc21	?	-0.5%	?	0%	-4%	-11%	-4%	0	2	8%	-3%
COc1cc(C(=O)NNC(=O)c2cccc(Cl)c2)ccc1OCC(=O)N1CCOCC1	3%	-0.2%	.	.	2%	.	-9%	8	.	-2%	-5%
CCS(=O)(=O)n1nc(-c2ccccc2)nc1SCc1ccccc1	?	0.0%	0%	-2%	-1%	1%	0%	2	6	14%	0%
CCN(CC)C(=O)Cn1cc(SCC(=O)NC2CCCC2)c2ccccc21	5%	0.0%	4%	0%	-3%	3%	1%	9	2	4%	2%
CCOc1cc2[nH]c(=S)n(Cc3ccc(C(=O)NCCCN4CCOCC4)cc3)c(=O)c2cc1OCC	-5%	-1.0%	8%	2%	0%	.	2%	-6	1	11%	1%
O=C(c1ccco1)N1CCN(c2ncnc3c2[nH]c2ccc(Br)cc23)CC1	14%	-0.1%	31%[activator]	0%	-16%	5%	0%	51[activator]	0	-47%[inhibitor]	-7%
Cc1ccc(C(C)C)c(OCc2ccc(C(=O)N/N=C/c3ccc(O)c(O)c3)cc2)c1	-1%	-0.1%	?	0%	.	1%	6%	9	-16	-47%[inhibitor]	0%
Cc1cc(C(=O)OCC(=O)NCc2ccc3c(c2)OCO3)c2ccccc2n1	-4%	0.2%	10%	0%	-6%	-42%	2%	16	0	27%	-2%
COc1ccc(C(CNC(=O)Cn2[nH]c(=O)c3ccccc3c2=O)N2CCCC2)cc1 (stereo not given)	1%	-0.2%	-6%	1%	-1%	2%	0%	-17	3	0%	-6%
CC[C@]12c3[nH]c4ccccc4c3CCN1C(=O)C(CC(=O)NC(C)(C)C)C[C@@H]2C(=O)N1CCN(C(=O)C2CC2)CC1 (stereo not given in full)	0%	-0.7%	.	.	-2%	.	2%	0	.	1%	-8%
Cn1c(=O)c2c(ncn2CC(N)=O)n(C)c1=O	8%	-0.1%	9%	0%	0%	-3%	7%	-16	0	8%	-3%
Cc1ccccc1CN(C)C1CCN(C)CC1	-3%	-0.6%	-3%	3%	4%	-3%	1%	6	-5	25%	-8%
CC(=O)Nc1ccc(S(=O)(=O)NCCC(=O)NCCOc2ccccc2)cc1	?	0.3%	.	.	2%	.	-25%	-10	.	16%	-8%
Cc1ccc(NC(=S)NNC(=O)CSc2nnc(-c3ccc(Cl)cc3)n2C2CCCCC2)cc1	8%	-0.7%	-10%	1%	i	-2%	-1%	-1	8	18%	-2%
COc1ccc(NC(=O)COC(=O)CC2CC3CCC2C3)c([N+](=O)[O-])c1 (stereo not given)	-4%	-0.3%	-10%	-1%	-9%	0%	1%	8	2	13%	-2%

Not all compounds are listed (hit frequency here may not be typical).
